DT40 TDP1 no CPT: qHTS for Inhibitors of human tyrosyl-DNA phosphodiesterase 1 (TDP1): qHTS in cells in absence of CPT; DT40 Tdp1-/- hTDP1 cells, no CPT, ATP luminescence, 48 h; Potency, µM (top dose mostly 46.2 µM), for inactives: at the top dose activity change, negative = growth inhibition, hits mostly inhibitors; 15% of 420,000 active; AID 686978, 2013; further: nearly all actives have a fitted effect of over 55% in size
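Chicken DT40 Tdp1-/- cells stably complemented with human TDP1 were seeded at 400 cells/well with DMSO in place of 20 nM camptothecin. After compound pinning, cells grew at least 48 hr at 37 °C; viability read by CellTiter-Glo luminescence.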
TDP1 inh: TDP1 (human) enzyme inhibition; Q9NUW8; recombinant TDP1, AlphaScreen DNA substrate cleavage; Potency, µM (titrated, usually from 130 µM), without a hit: at the top dose activity change, negative = inhibition, hits mostly inhibitors; 0.28% of 350,000 active; AID 485290; further: nearly all actives have a fitted effect of over 40% in size
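Compounds were preincubated with Tdp1 (1 nM final) for 15 min at room temperature before substrate (15 nM final) started a 5 min reaction; beads (10 ug/ml final) were then added for 10 min before AlphaScreen detection.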
GCN5L2 inh: blocks human GCN5L2 histone acetyltransferase; Q92830; GCN5L2 HAT assay, ThioGlo1 CoA-SH fluorescence; Potency, µM (titrated, usually from 58.9 µM), for the others: at the highest dose activity change, negative = inhibition, hits mostly inhibitors; 0.21% of 390,000 active
Target sequence (Q92830 whole entry, looked up): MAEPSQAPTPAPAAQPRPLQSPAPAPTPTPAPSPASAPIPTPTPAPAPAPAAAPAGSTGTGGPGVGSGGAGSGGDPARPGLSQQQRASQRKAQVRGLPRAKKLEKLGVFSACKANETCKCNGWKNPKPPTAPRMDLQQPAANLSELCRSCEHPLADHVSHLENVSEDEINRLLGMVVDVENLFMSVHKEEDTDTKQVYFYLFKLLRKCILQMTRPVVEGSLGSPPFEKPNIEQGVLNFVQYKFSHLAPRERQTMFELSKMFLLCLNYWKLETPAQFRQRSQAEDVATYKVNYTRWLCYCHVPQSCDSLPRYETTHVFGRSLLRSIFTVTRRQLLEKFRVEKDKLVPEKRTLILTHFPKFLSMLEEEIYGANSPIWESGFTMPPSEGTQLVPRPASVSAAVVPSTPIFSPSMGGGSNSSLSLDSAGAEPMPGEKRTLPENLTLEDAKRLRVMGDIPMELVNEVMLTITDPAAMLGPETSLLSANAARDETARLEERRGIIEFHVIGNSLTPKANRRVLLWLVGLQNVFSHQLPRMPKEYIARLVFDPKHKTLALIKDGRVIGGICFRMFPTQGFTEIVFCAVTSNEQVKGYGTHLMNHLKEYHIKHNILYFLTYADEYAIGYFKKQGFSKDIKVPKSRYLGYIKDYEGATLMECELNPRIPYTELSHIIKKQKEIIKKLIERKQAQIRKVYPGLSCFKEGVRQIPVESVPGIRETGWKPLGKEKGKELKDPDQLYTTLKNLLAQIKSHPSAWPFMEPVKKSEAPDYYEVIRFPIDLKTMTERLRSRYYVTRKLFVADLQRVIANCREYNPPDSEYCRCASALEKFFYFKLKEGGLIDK
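Enzyme at 20nM final was mixed with library compounds for 15 min at room temperature. Peptide H3(1-25) at 75uM, acetyl-CoA at 70uM and ThioGlo1 at 50uM were then added. Plates were read immediately and after 20 min (Ex340nm/Em540nm).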
* = called active by the depositor; u = inconclusive; x = no result given; & = joins results of further samples; [ ] = dose if it differs, or a comment. The call rests on the fitted dose curve; in most records, active means well fitted curve in the direction sought with a large enough effect; inconclusive means small, poorly fitted or top-dose-only effect, or another doubt; inactive means no such curve, though single readings can be large; an effect the other way counts as inactive or inconclusive. On the % scale 0 is the no-effect control and ±100 the full control effect; potency means the concentration at half of the fitted maximal effect. Some of the compounds tested, so the mix of outcomes need not match the whole.

SMILES	DT40 TDP1 no CPT	TDP1 inh	GCN5L2 inh
O=C(CCCOc1ccc(Cl)cc1)N1CCOCC1	-22%	2%	4%
CCOC(=O)c1c(NC(=O)CSc2nnc(C)s2)sc2c1CCC(C)C2 (centres undefined)	21µM*	0%	-17%
COc1ccc(C(=O)N/N=C/c2ccc(OC)c(OS(=O)(=O)c3ccccc3)c2)cc1	16µM*	4%	-1%
O=C(Cc1cccs1)Nc1nc2c(s1)CCCC2	u	4%	-19%
CCCCc1cc(=O)oc2cc(C)cc(OCC(=O)Nc3ccccn3)c12	-7%	4%	0%
CCN(CC)C(=O)c1c(-c2ccccc2)oc2ccc(O)cc12	u	-12%	u
Cc1ccc(CNCC(=O)Nc2ccc(N3CCOCC3)cc2)cc1	-15%	1%	-24%
Cc1ccc(C(=O)CSc2cc(C)[nH]c(=O)n2)cc1	-19%	-6%	u
Cc1ccccc1NC(=O)Cn1c(=O)oc2cc(Br)ccc21	13µM*	5%	-11%
COc1ccccc1-c1cc(-n2ccnc2)ncn1	-4%	x	-9%
O=C(NC1CCN(Cc2ccccc2)CC1)c1c(Cl)cccc1Cl	-1%	x	-4%
CCC1=Nc2cc(C(=O)NCCN3CCOCC3)ccc2Sc2ccccc21	-2%	3%	-6%
CC(OC(=O)c1ccc(S(=O)(=O)N(C)C)cc1)C(=O)Nc1ccc(Cl)cn1 (centres undefined)	0%	-2%	2%
COc1ccc(N2C(=O)C3CCCN3C2c2cccc(C)c2)cc1 (centres undefined)	8%	1%	2%
CCN1CCCC1CNC(=O)C(NC(=O)C1CCC(C)CC1)C(C)C (centres undefined)	-25%	3%	27%
CCN1CC=C2C(C#N)=C(N)C(C#N)(C#N)C(CCc3ccccc3)C2C1 (centres undefined)	u	5%	-3%
CCOC(=O)C1(Cc2ccccc2)CCN(Cc2cccn2-c2nccs2)CC1	u	-1%	14%
Cc1ccc(NC(=O)C2CCCN(C(=O)c3ccc(Cl)cc3)C2)cc1C (centres undefined)	2.9µM*	3%	-4%
O=C(c1nnc(Cc2ccc(Cl)cc2)o1)N1CCc2ccccc2C1	-7%	3%	1%
C/C=C\C=C\C(=O)N1CC2(CC(c3cccc(NC(=O)/C(C)=C\C)c3)=NO2)C[C@H]1C(N)=O (some centres undefined)	1%	u	-6%
CCOC(=O)CNC(=O)c1cn(CC(C)C)c(=O)c2cc(OC)c(OC)cc12	-18%	0%	3%
O=C(CCN1C(=O)c2ccccc2C1=O)Nc1ccc(-c2nc3ccccc3s2)cc1	-29%	3%	-11%
Cc1ccc(C(=O)NC(C)c2ccc(S(N)(=O)=O)cc2)s1 (centres undefined)	-2%	1%	1%
Cc1ccc(CC(=O)Nc2nccs2)cc1	-5%	1%	2%
COc1ccc(C)cc1NC(=O)C(OC(=O)C1=NNC(=O)CC1)c1ccccc1 (centres undefined)	-24%	1%	-6%

Next section, overlapping the part above by three compounds.
SMILES	DT40 TDP1 no CPT	TDP1 inh	GCN5L2 inh
Cc1ccc(C(=O)NC(C)c2ccc(S(N)(=O)=O)cc2)s1 (centres undefined)	-2%	1%	1%
Cc1ccc(CC(=O)Nc2nccs2)cc1	-5%	1%	2%
COc1ccc(C)cc1NC(=O)C(OC(=O)C1=NNC(=O)CC1)c1ccccc1 (centres undefined)	-24%	1%	-6%
CCOc1ccc(/C(O)=C2/C(=O)C(=O)N(c3ccccn3)C2c2ccc(C)cc2)c(C)c1 (centres undefined)	u	x	u
Cc1ccccc1-c1nnn(CC(=O)NCc2ccc3c(c2)OCO3)n1	-12%	2%	1%
O=C(c1noc2c1CCCC2)N1CCN(Cc2ccccc2)CC1	-27%	4%	2%
Cc1cccc(C)c1NC(=O)COn1nnc2ccc(C(F)(F)F)cc21	-28%	1%	-6%
COc1cccc(N(CC(=O)NC2CCCC2)C(=O)Cn2nnc(-c3ccc(C)o3)n2)c1	u	4%	1%
CCOC(=O)C1=C(C)N=C2SC(C)C(=O)N2C1c1cccc(F)c1 (centres undefined)	u	8%	-16%
COc1ccc(C)cc1Nc1n[n+](-c2ccccc2)c(-c2ccc(SC)cc2)s1	15µM*	x	-5%
COc1ccc(/C=C2/Sc3ccc(C(=O)NCCCN4CCOCC4)cc3NC2=O)cc1OC	2.6µM*	4%	-12%
COc1ccccc1CNC(=O)COC(=O)[C@H](Cc1c[nH]c2ccccc12)NC(=O)c1cccs1	-20%	-8%	-5%
COCc1cc(C)nc2sc(C(=O)Nc3ccc(C(C)=O)cc3)c(N)c12	u	0%	-21%
O=C(NCc1ccccn1)NC1CCCCC1	-6%	2%	-3%
COc1ccc(CCN2CC(C(=O)NCc3nc(C)c(C)s3)CCC2=O)cc1 (centres undefined)	-15%	4%	-3%
Cc1ccc(NC(=O)C(Cc2ccccc2)NS(=O)(=O)c2cccc3nsnc23)c(C)c1 (centres undefined)	u	0%	-1%
CC(C)C[C@@H](NC(=O)OCC1c2ccccc2-c2ccccc21)C(=O)O	2%	-10%[56.1 µM]	-9%
CCNc1c(NS(=O)(=O)c2ccc(C3CCCCC3)cc2)c(=O)oc2ccccc12	16µM*	0%	-9%
COC(=O)c1ccc(CN2CCC(n3nccc3NC(=O)C3CCCC3)CC2)cc1	u	7%	-7%
CC(=O)N(C)c1ccc(OCC(O)CN(Cc2ccco2)S(=O)(=O)c2ccc(C)cc2)cc1 (centres undefined)	u	10%	x
CC1=C(C#N)C(NC(=O)c2cccc(Cl)c2)(C(F)(F)F)C(=O)N1 (centres undefined)	-6%	-2%&0%	-3%&-7%
CSc1ccc(S(=O)(=O)N2CCC(C(=O)NCCc3ccccc3)CC2)cc1	12%	x	1%
CCOc1ccc(NC(=O)c2cccc3c2C(=O)N(CC2CCCO2)C3)cc1 (centres undefined)	-27%	x	u
O=C(C[n+]1cccc(CNC(=O)c2ccc(OC(F)F)cc2)c1)Nc1ccc(SC(F)F)cc1	u	1%	-9%
COc1ccc([C@@H]2[C@@H]3C(=O)N(C(C)(C)C)C(=O)[C@@H]3[C@]3(Cc4ccccc4)C(=O)N(c4cccc(Br)c4)C(=O)N23)cc1	u	2%	-20%
Cn1ccnc1C(=O)C1CCCN(Cc2cn[nH]c2-c2ccc(-c3ccccc3)cc2)C1 (centres undefined)	u	0%	2%
COc1ccccc1Nc1ncccc1[N+](=O)[O-]	-6%	9%	2%
CC1(C(=O)NNC(=O)c2cccc([N+](=O)[O-])c2)CC1(Br)Br (centres undefined)	2%	6%	-14%

In a second layout: 4 of the compounds above.
Compound,DT40 TDP1 no CPT,TDP1 inh,GCN5L2 inh
COc1ccc(N2C(=O)C3CCCN3C2c2cccc(C)c2)cc1 (centres undefined),8%,1%,2%
CCN1CCCC1CNC(=O)C(NC(=O)C1CCC(C)CC1)C(C)C (centres undefined),-25%,3%,27%
CCN1CC=C2C(C#N)=C(N)C(C#N)(C#N)C(CCc3ccccc3)C2C1 (centres undefined),u,5%,-3%
CCOC(=O)C1(Cc2ccccc2)CCN(Cc2cccn2-c2nccs2)CC1,u,-1%,14%

Going on with the list.
SMILES	DT40 TDP1 no CPT	TDP1 inh	GCN5L2 inh
CCCCn1c(N)c(N(CCOC)C(=O)c2ccc(COc3ccccc3)o2)c(=O)[nH]c1=O	-6%	-1%	-2%
O=C(N/N=C/c1cc(Br)ccc1O)C(=O)Nc1ccccc1OC(F)(F)C(F)F	2.8µM*	3%	u
COc1ccc(CN(Cc2ccc(OC)cc2)C(=O)c2cccs2)cc1	u	-9%	-3%
CC1CN(C(=O)c2ccc(COCC(F)(F)F)o2)CC(C)O1 (centres undefined)	-15%	-3%	2%
O=C(c1ccccc1)N1CCN(C2CCCCC2)CC1	u	-3%	0%
COc1ccccc1Nc1nc(Cl)nc(Nc2ccccc2OC)n1	u	4%	-7%
Cc1onc(-c2c(Cl)cccc2Cl)c1C(=O)OCC(=O)c1ccccc1	u	0%	0%
CCOC(=O)c1c(C)[nH]c(C(=O)OCC(=O)N2CC(C)OC(C)C2)c1C (centres undefined)	-29%	7%	2%
COc1cccc(NC(=S)NNC(=O)Cn2nc([N+](=O)[O-])cc2C)c1	-5%	11%	-6%
Cc1ccccc1C(=O)N1CCC(n2nccc2NC(=O)CCOc2ccccc2)CC1	-27%	1%	-11%
COc1ccccc1CCNC(=O)CCc1c(C)c2cc3c(C)coc3c(C)c2oc1=O	u	5%	-13%
COc1cccc(NC(=O)NC2CCCCC2C)c1 (centres undefined)	-10%	0%	2%
O=C(CSc1nnc(CNc2ccc(F)cc2)n1Cc1ccco1)NC1CC1	-11%	-1%	-2%
COc1ccc(NC(=O)N/C=C/c2ccco2)cc1	-30%	5%	0%
CN1C(=O)CSc2ccc(NC(=O)NCc3ccc(F)cc3)cc21	u	-3%	-7%
COc1ccc(CNC(=O)N2CCN(c3cccc(Cl)c3)CC2)cc1OC	u	2%	-13%
O=C(Nc1ccc(Oc2ccccc2)nc1)C1CCN(Cc2ccco2)CC1	-26%	4%[56.1 µM]	u
O=C(CSc1cccc[n+]1[O-])c1ccc(-c2ccccc2)cc1	0.82µM*	5%	-15%
COc1ccc(CNC(=O)CN(c2ccc(OC)cc2)S(=O)(=O)c2c(C)nn(C)c2C)cc1	u	-11%	-7%
CC1(C)CN(C(Cc2ccccc2)C(N)=O)C1=O (centres undefined)	13%	x	0%
COc1cc2nc(NC(=O)c3ccccc3)sc(=O)c2cc1OC	-28%	x	-2%
Cc1ccc(CN2C(=O)C3(c4ccccc42)N(c2cccc(C(F)(F)F)c2)C(=O)CS3(=O)=O)cc1 (centres undefined)	u	3%	-8%
COc1cc(/C=C2\SC(=S)N(CCC(=O)Nc3cccc(O)c3)C2=O)cc(OC)c1OC	16µM*	x	-7%
COc1ncc2nc(C)c(=O)n(Cc3cccs3)c2n1	u	x	-10%
CCOC(=O)C1=C(C)N=C2SC(C)C(=O)N2C1c1ccccc1 (centres undefined)	-11%	-4%	-10%
SMILES	DT40 TDP1 no CPT	TDP1 inh	GCN5L2 inh
COc1ccc2cc[nH]c2c1	-24%	5%	-2%
Cc1ccccc1C(=O)OCC(=O)N(C)c1ccccc1	-3%	x	-3%
O=C(COc1cccc(C(F)(F)F)c1)Nc1ccc(S(=O)(=O)N2CCCCC2)cc1	26µM*	x	-9%
CC(CNC(=O)Cn1c(-c2cccs2)cc2ccccc21)c1ccccc1 (centres undefined)	u	2%	-8%
COC(=O)c1ccccc1NC(=O)C1CCCN(c2nnc(-n3cccc3)s2)C1 (centres undefined)	21µM*	8%	-1%
CN(CCN1CCOCC1)Cc1nc(-c2ccccc2)no1	2%	6%	-4%
O=c1oc2ccc(Br)cc2cc1-c1nc(-c2ccccc2)no1	-13%	3%	-6%
CCOC(=O)c1cccc(C(=O)OCC)n1	-4%	-2%	-6%
CC(NC(=O)c1cccs1)C1CCCO1 (centres undefined)	0%	2%	-26%
S=C1NCN(Cc2ccco2)CN1	3%	3%	1%
Cc1ccc(Cl)cc1NC(=O)[C@@H]1CCC(=O)N1C1OC(=O)c2ccccc21 (some centres undefined)	-3%	x	-5%
O=S(=O)(c1ccc(F)c2ccccc12)N1CCCCC1	-18%	-2%	0%
Cc1cccc(NC(=O)COC(=O)CN2CCCCCC2=O)c1C	-2%	0%	-8%
O=C(O)c1ccc(CS(=O)(=O)c2ccc(Br)cc2)cc1	9%	x	-2%
CC(C)Oc1ccc(OCCn2c(=S)[nH]c3c(N)ncnc32)cc1	u	9%	u
O=C(CCS(=O)(=O)c1ccccc1)OCc1ccc([N+](=O)[O-])cc1	5%	3%	-21%
CC(=O)Nc1cccc2ncccc12	-1%	-3%	-2%
O=C(COC(=O)c1cc([N+](=O)[O-])ccc1N1CCOCC1)Nc1c(Cl)cccc1Cl	0%	x	-22%
c1ccc(CNCCN2CCNCC2)nc1	1%	1%	-4%
CC(C)(C)c1ccc(Cn2ccc(-c3ccc4c(c3)OCO4)n2)cc1	u	7%	-16%
COC(=O)c1ccc(-c2cc(CC3(C(=O)OC)CCN(C(=O)OC(C)(C)C)CC3)on2)cc1	u	x	-22%
COC(=O)[C@H]1C[C@@H]1[C@H](NC(=O)OCc1ccccc1)c1ccccc1	u	1%&3%	-2%
Cc1ccccc1-n1nc(C)c2c1N=C1C(Cl)=CC(Cl)=CN1C2c1ccc(C(=O)O)cc1 (centres undefined)	14%	-1%	-3%

3 compounds picked at random from those above:
SMILES	DT40 TDP1 no CPT	TDP1 inh	GCN5L2 inh
Cc1cccc(NC(=O)COC(=O)CN2CCCCCC2=O)c1C	-2%	0%	-8%
Cc1ccccc1C(=O)OCC(=O)N(C)c1ccccc1	-3%	x	-3%
COc1ccc2cc[nH]c2c1	-24%	5%	-2%

Compound activity: PubChem, National Center for Advancing Translational Sciences (NCATS)
